Bioassay records (PubChem)
Tau fibril FP: tau fibrillization inhibition (FP); P10636; actives 0.39% (n = 280,000); K18 P301L tau heparin fibrillization, Alexa594 FP, 6 h; Potency, µM (top dose mostly 57.7 µM), inactives show top-dose activity, negative = inhibition, most hits filed as inhibitors; further: nearly all actives have a fitted effect of over 55% in size
Target sequence (P10636 561-689 P618L limits assumed): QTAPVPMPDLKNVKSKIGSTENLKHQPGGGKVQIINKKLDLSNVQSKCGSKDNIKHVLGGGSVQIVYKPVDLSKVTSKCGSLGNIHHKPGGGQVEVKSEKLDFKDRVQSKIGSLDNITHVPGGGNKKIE
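Human K18 P301L fragment (15 uM unlabeled plus 0.24 uM Alexa 594-labeled) in 100 mM sodium acetate pH 7 with compound, aggregation induced by 20 uM heparin for 6 hr at 37 C. ThT (30 uM) added for 1 hr, then Alexa 594 FP read.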
Tau fibril ThT: inhibitors of human tau fibril formation, thioflavin T binding | P10636 | recombinant tau K18 P301L, heparin-induced fibrillization, ThT fluorescence | Potency, µM (doses to about 57.4 µM), without a hit: at the top dose activity, negative = inhibition, hits mostly inhibitors | actives 2.1% (n = 270,000); further: nearly all actives have a fitted effect of over 55% in size
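Tau K18 P301L fragment (15 uM unlabeled plus 0.24 uM Alexa 594-labeled) in 100 mM sodium acetate pH 7 with compound, fibrillization induced by 20 uM heparin for 6 hr at 37 C. Thioflavin T (30 uM) added, fluorescence read after 1 hr (ex 450, em 510 nm).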
ALDH1A1 block: ALDH1A1 (human) enzyme inhibition; actives 7.3% (n = 220,000); Potency, µM (doses to about 75.3 µM), without a hit: at the highest dose activity, negative = inhibition, hits mostly inhibitors; AID 1030; P00352; Purified ALDH1A1, NADH fluorescence, propionaldehyde substrate; active means well fitted inhibition curve with a large enough effect, not every such curve was filed as active; inconclusive means small, poorly fitted or top-dose-only effect, or another doubt; inactive means no such curve, though single readings can be large or run the other way;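 further: plate controls were no enzyme wells and a reference inhibitor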
Target sequence (P00352 whole entry, looked up): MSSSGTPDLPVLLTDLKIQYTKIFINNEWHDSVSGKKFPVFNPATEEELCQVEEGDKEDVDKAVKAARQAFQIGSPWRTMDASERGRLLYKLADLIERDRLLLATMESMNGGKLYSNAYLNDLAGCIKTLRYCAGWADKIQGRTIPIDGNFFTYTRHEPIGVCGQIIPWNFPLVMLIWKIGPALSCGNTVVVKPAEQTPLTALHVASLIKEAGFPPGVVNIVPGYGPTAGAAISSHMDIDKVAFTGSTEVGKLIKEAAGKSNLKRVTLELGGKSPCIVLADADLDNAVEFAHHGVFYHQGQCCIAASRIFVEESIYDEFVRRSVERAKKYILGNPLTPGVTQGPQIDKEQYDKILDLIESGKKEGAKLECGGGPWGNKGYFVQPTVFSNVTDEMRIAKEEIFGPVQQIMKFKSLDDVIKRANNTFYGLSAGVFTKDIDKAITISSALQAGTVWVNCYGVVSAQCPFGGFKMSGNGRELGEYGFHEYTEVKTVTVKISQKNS
L3MBTL1 block: L3MBTL1 (human) inhibition. Q9Y468. AlphaScreen L3MBTL1–H3K9me1 peptide binding. Potency, µM (doses to about 57.1 µM), for the others: at the highest dose activity, negative = inhibition, usual class: inhibitors. actives 0.66% (n = 230,000). AID 485360; further: nearly all actives have a fitted effect of over 60% in size
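Read-out is AlphaScreen signal from streptavidin donor and nickel chelate acceptor beads (10 ug/mL final each) bridging L3MBTL1 (50 nM) and biotinylated K9-monomethylated H3(1-15) peptide (75 nM), after 30 min compound exposure at room temperature.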
TR SRC2 fluor cs: Texas Red fluorescence interference in TRb-SRC2 counter-screen; TRb/SRC2 Texas Red total fluorescence interference; Potency, µM (doses to about 106 µM), for the others: at the highest dose fluorescence change, negative = quenching; actives 0.29% (n = 280,000); AID 1479; active means well fitted curve in either direction with a large enough effect; inconclusive means small, poorly fitted or top-dose-only effect
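Human TRβ ligand-binding domain (0.6 uM) and Texas Red SRC2 peptide (20 nM) in Tris buffer with 1 uM T3 and 5% DMSO were incubated with pinned compound for 5 hr at ambient temperature. Total fluorescence was computed as S + 2P (555/632 nm).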
Tau fluor counter: counter-screen for tau fibril formation inhibitors; actives 0.93% (n = 280,000); tau K18 P301L Alexa594 fluorescence, heparin fibrillization; Potency, µM (highest dose often 57.7 µM), for the others: top-dose activity change, negative = decrease; further: nearly all actives have a fitted effect of over 55% in size
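Human tau K18 P301L (15 uM unlabeled, 0.24 uM Alexa 594-labeled) in 100 mM sodium acetate pH 7 with 20 uM heparin, 6 hr at 37 C. ThT 30 uM added, 1 hr ambient; Alexa 594 FP and total fluorescence read at 555/632 nm.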
TRb SRC2 PPI: inhibitors of human thyroid hormone receptor beta-SRC2 interaction | P10828 | TRbeta-SRC2 peptide binding, fluorescence polarization; receptor liganded with 1 µM T3 | Potency, µM (doses to about 106 µM), inactives show top-dose activity change, negative = inhibition, usual class: inhibitors | actives 0.065% (n = 280,000) | AID 1469;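 further: plate controls were bound peptide for no effect and peptide without receptor for full effect; nearly all actives have a fitted effect of over 50% in size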
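Assay buffer: 20 mM Tris-HCl, 100 mM NaCl, 10% glycerol, 1 mM EDTA, 0.01% NP-40, 1 mM DTT, 1 uM T3, 5% DMSO; TRb LBD 0.6 uM, Texas Red SRC2 20 nM; FP after 5 hr.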
GLA spleen mod: inhibitors or activators of human alpha-galactosidase in spleen homogenate. P06280. human spleen homogenate, 4MU-alpha-Gal fluorescence, 40 min. Potency, µM (titrated, usually from 80 µM), inactives show at the top dose activity change, negative = inhibition, hits mostly inhibitors. actives 0.008% (n = 240,000). AID 2107;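 further: 0% = enzyme with vehicle and -100% = no enzyme basal signal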
Target sequence (P06280 32-429 limits assumed): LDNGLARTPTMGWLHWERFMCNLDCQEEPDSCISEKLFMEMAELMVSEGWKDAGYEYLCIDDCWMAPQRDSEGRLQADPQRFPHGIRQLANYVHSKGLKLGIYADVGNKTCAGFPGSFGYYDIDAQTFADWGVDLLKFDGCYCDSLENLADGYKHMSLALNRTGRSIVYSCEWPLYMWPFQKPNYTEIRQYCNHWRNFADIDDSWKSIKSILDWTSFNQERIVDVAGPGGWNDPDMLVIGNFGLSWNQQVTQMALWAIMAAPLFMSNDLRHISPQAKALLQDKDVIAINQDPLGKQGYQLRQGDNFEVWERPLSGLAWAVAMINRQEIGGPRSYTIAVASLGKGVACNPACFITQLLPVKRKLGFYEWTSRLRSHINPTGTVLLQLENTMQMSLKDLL
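qHTS titration in buffer at pH 5.0. Alpha-galactosidase activity in spleen homogenate was measured via 4-methylumbelliferone release from 1 mM fluorogenic substrate after 40 min at 37C and a pH 10 stop. AC50 came from Hill fits of control-normalized data.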
* hit, by the source's call; ? = inconclusive; · = no result given; [ ] = another dose, or the depositor's remark. Unless noted, the call rests on the fitted dose curve; in most records, active means well fitted curve in the direction sought with a large enough effect; inconclusive means small, poorly fitted or top-dose-only effect, or another doubt; inactive means no such curve, though single readings can be large; an effect the other way counts as inactive or inconclusive. Unless noted, on the % scale 0 is the no-effect control and ±100 the full control effect; potency means the concentration at half of the fitted maximal effect. Outcome played no part in choosing rows (roughly 8.5% active in at least one column).

Start of the data: the first 14 entries, to show the layout:
Structure	Tau fluor counter	Tau fibril FP	L3MBTL1 block	TR SRC2 fluor cs	Tau fibril ThT	ALDH1A1 block	GLA spleen mod	TRb SRC2 PPI
CS(=O)(=O)N(CC(=O)N1CCCCCC1)c1ccc2c(c1)OCCO2	2%	-2%	18%[11.4 µM]	0%	-6%	-5%	-5%	-5%
Cc1cc(=O)oc2cc(OCc3ccc(C(=O)N4CCN(c5ccccc5)CC4)cc3)ccc12	-16%	-4%	?	-2%	?	?	1%	-8%
CCOC(=O)c1c(S(=O)(=O)N2CCN(c3cc(Cl)ccc3C)CC2)c(C)n(C)c1C	-7%	1%	·	-7%	-5%	·	·	-4%
Cc1cc(=O)c(C(=O)O)nn1-c1ccc(Cl)cc1	-16%	-1%	·	-3%	·	·	-9%	-1%
CCOC(=O)c1ccc(N2C(=O)c3n[nH]c(-c4ccco4)c3C2c2ccc(O)c(OCC)c2)cc1 (stereo not given)	?	?	·	-1%	?	·	·	4%
Cc1cccc(NC(=O)C2(C)Cc3ccccc3C(=O)O2)c1 (stereo not given)	-4%	3%	·	-1%	1%	·	·	1%
COc1ccc(Cn2c(=S)[nH]c3ccccc32)cc1	-17%	2%	-6%	1%	-2%	-4%	2%	-3%
COc1ccccc1CN1COc2ccc3c(oc(=O)c4ccccc43)c2C1	-27%	-3%	·	5%	?	·	·	0%
O=C(c1ccc(Cl)cc1)N1CCN(c2ccc(F)cc2)CC1	-11%	-4%	7%	1%	-3%	0%	5%	-11%
COC(=O)C1CC(=O)c2ccsc2C1 (stereo not given)	12%	17%	5%	-5%	5%	5%	-5%	-8%
CCC1Oc2ccc(C)cc2N(CC(=O)NCCCN2CCCCC2CC)C1=O (stereo not given)	6%	0%	4%	2%	-1%	6%	-17%	-2%
Cc1nc(NC(=O)/C=C/c2ccccc2)sc1C(=O)N(C)C	3%	1%	4%	-1%	2%	-2%	8%	-6%
COCCOC(=O)C1=C(C)NC2(O)c3ccccc3C(=O)C12O (stereo not given)	-14%	?	·	-2%	11µM*	11µM*	8%	-2%
CCOC(=O)c1c(N2CCCCC2)c2ccccc2[nH]c1=O	-2%	-2%	·	3%	-1%	?	-27%	-18%

This part in full, from the first entry:
Structure	Tau fluor counter	Tau fibril FP	L3MBTL1 block	TR SRC2 fluor cs	Tau fibril ThT	ALDH1A1 block	GLA spleen mod	TRb SRC2 PPI
CS(=O)(=O)N(CC(=O)N1CCCCCC1)c1ccc2c(c1)OCCO2	2%	-2%	18%[11.4 µM]	0%	-6%	-5%	-5%	-5%
Cc1cc(=O)oc2cc(OCc3ccc(C(=O)N4CCN(c5ccccc5)CC4)cc3)ccc12	-16%	-4%	?	-2%	?	?	1%	-8%
CCOC(=O)c1c(S(=O)(=O)N2CCN(c3cc(Cl)ccc3C)CC2)c(C)n(C)c1C	-7%	1%	·	-7%	-5%	·	·	-4%
Cc1cc(=O)c(C(=O)O)nn1-c1ccc(Cl)cc1	-16%	-1%	·	-3%	·	·	-9%	-1%
CCOC(=O)c1ccc(N2C(=O)c3n[nH]c(-c4ccco4)c3C2c2ccc(O)c(OCC)c2)cc1 (stereo not given)	?	?	·	-1%	?	·	·	4%
Cc1cccc(NC(=O)C2(C)Cc3ccccc3C(=O)O2)c1 (stereo not given)	-4%	3%	·	-1%	1%	·	·	1%
COc1ccc(Cn2c(=S)[nH]c3ccccc32)cc1	-17%	2%	-6%	1%	-2%	-4%	2%	-3%
COc1ccccc1CN1COc2ccc3c(oc(=O)c4ccccc43)c2C1	-27%	-3%	·	5%	?	·	·	0%
O=C(c1ccc(Cl)cc1)N1CCN(c2ccc(F)cc2)CC1	-11%	-4%	7%	1%	-3%	0%	5%	-11%
COC(=O)C1CC(=O)c2ccsc2C1 (stereo not given)	12%	17%	5%	-5%	5%	5%	-5%	-8%
CCC1Oc2ccc(C)cc2N(CC(=O)NCCCN2CCCCC2CC)C1=O (stereo not given)	6%	0%	4%	2%	-1%	6%	-17%	-2%
Cc1nc(NC(=O)/C=C/c2ccccc2)sc1C(=O)N(C)C	3%	1%	4%	-1%	2%	-2%	8%	-6%
COCCOC(=O)C1=C(C)NC2(O)c3ccccc3C(=O)C12O (stereo not given)	-14%	?	·	-2%	11µM*	11µM*	8%	-2%
CCOC(=O)c1c(N2CCCCC2)c2ccccc2[nH]c1=O	-2%	-2%	·	3%	-1%	?	-27%	-18%
CCOC(=O)Cn1c(=O)oc2cc(S(=O)(=O)N3CCn4c3nc3ccccc34)ccc21	-6%	-2%	1%	0%	-4%	-1%	4%	3%
Cc1cc(=O)cc(C)n1-c1ccc(Br)cc1	1%	-8%	·	2%	7%	6%	-3%	-5%
Cc1cc2nc(C)c3c(n2n1)CCC3	-1%	0%	-2%	-1%	-2%	-1%	-3%	-2%
COC(=O)CNC(=O)c1nn(-c2cccc(OC)c2)c(=O)c2ccccc12	4%	2%	·	1%	3%	-14%	7%	8%
COc1ccc(N2C(=O)C3CCCN3C2c2cccc(Br)c2)cc1 (stereo not given)	-7%	-4%	·	0%	-3%	?	11%	-16%
CCc1ccccc1NC(=O)C(=O)NCC(c1cccnc1)N1CCc2ccccc21 (stereo not given)	-3%	-12%	·	3%	6%	·	·	-1%
Cc1csc(NC(=O)c2cc3c(s2)-c2ccccc2OC3)n1	-1%	5%	65%[activator]	-5%	8%	?	2%	6%
COCCN1CC(=O)N(c2cccc(C)c2C)C(c2ccc(Cl)cc2)C1=O (stereo not given)	2%	-3%	-3%	-4%	6%	-8%	-2%	7%
Cn1cnc(S(=O)(=O)N2CCC(C(=O)Nc3ccc(Cl)c(C(F)(F)F)c3)CC2)c1	-10%	-5%	·	0%	7%	·	·	3%
CCCCN(C)CCNC(=O)c1c[nH]c2ccc(S(=O)(=O)N(CC)CC)cc2c1=O	-9%	4%	5%	-3%	-9%	?	-3%	-7%
O=C(NCc1ccco1)c1nc(-c2ccc(F)cc2)no1	-4%	-6%	5%	4%	-1%	-3%	7%	0%

(further entries)
Structure	Tau fluor counter	Tau fibril FP	L3MBTL1 block	TR SRC2 fluor cs	Tau fibril ThT	ALDH1A1 block	GLA spleen mod	TRb SRC2 PPI
O=C(CSc1nc2c(c(=O)[nH]1)CCCC2)Nc1cccc(O)c1	-20%	6%	·	0%	?	·	·	1%
CCc1ccc(N2CC(C)Cn3c2nc2c3c(=O)n(CC(=O)O)c(=O)n2C)cc1 (stereo not given)	-11%	1%	·	-12%	-8%	·	·	2%
Cc1cccc(NS(=O)(=O)c2ccccc2)n1	-2%	-3%	-1%	0%	1%	?	-13%	-3%
CSc1nncn1/N=C/c1ccc2c(c1)OCO2	2%	0%	2%	0%	-14%	-2%	0%	2%
c1ccc2c(c1)nnn2-c1ncnc2sc3c(c12)CCCC3	-4%	8%	51%[activator]	1%	5%	?	8%	-19%
CCCn1c(C)cc(/C=C(\C#N)C(=O)OCC(=O)Nc2cc(OC)c(OC)c(OC)c2)c1C	-17%	-4%	-6%	2%	-15%	-3%	-6%	2%
O=C(Nc1ccc(Cl)cc1C(=O)NCCN1CCOCC1)c1ccco1	-7%	2%	9%	6%	-15%	0%	2%	-6%
CCOC(=O)c1cc(C#N)c(N2CCN(c3ccc(OC)cc3)CC2)[nH]c1=O	-12%	8%	-1%	-2%	?	-10%	-8%	1%
Cc1ccc(-n2c(C)cc3c2CCCC3=O)cc1	0%	6%	-11%	-5%	-2%	?	-3%	8%
COC(=O)[C@@]1(Cc2ccccc2)[C@H]2c3cc(C(=O)N4CCCC4)n(CCN4CNCC4=O)c3C[C@H]2CN1C(=O)c1ccccc1	-1%	3%	·	0%	4%	-4%	6%	1%
CCN(CC)CCCN1C=C2C(=O)C(C)(OC(=O)C3CCCC3)C(=O)C=C2C=C1c1ccsc1 (stereo not given)	-10%[11.6 µM]	?	·	-3%[11.2 µM]	?	13%[13.5 µM]	-6%[17.5 µM]	3%[11.2 µM]
O=C(O)CNC(=O)/C=C/c1ccc(Cl)cc1Cl	-14%	-6%	·	-5%	-20%	-5%	4%	2%
COc1ccc(NC(=O)N2CCN(S(C)(=O)=O)CC2)cc1	8%	0%	-1%[11.4 µM]	-5%	6%	8%	6%	3%
Cn1c(SCc2cccc(F)c2)nc2c([nH]c3ccccc32)c1=O	-6%	-4%	·	?	11%	·	·	-2%
CS(=O)(=O)c1ccc(S(=O)CC(=O)OCc2ccccc2)c([N+](=O)[O-])c1 (stereo not given)	-18%	?	-7%	2%	?	13µM*	3%	6%
COc1ccccc1NC1C=CS(=O)(=O)C1 (stereo not given)	-3%	2%	5%	1%	-5%	14%	-5%	3%
Fc1ccc(-n2nnnc2-c2cnc(-c3cccs3)nc2C(F)(F)F)cc1	-9%	-5%	10%	-3%	-13%	-11%	-17%	2%
CCN(CC)CCN(Cc1cc2cc(C)ccc2[nH]c1=O)C(=S)NCc1ccco1	0%	0%	-9%	1%	4%	?	-8%	9%
COC(=O)c1ccc(Sc2ccccn2)c([N+](=O)[O-])c1	-22%	8%	-9%	0%	-4%	-3%	-1%	-1%
Cc1nc2cc(NC(=O)C3COc4ccccc4O3)ccc2s1 (stereo not given)	-18%	-2%	-5%	0%	?	-13%	1%	1%
N#Cc1ccc(NC(=O)COC(=O)CSc2nnc(-c3ccc(Cl)cc3)o2)cc1	?	?	2%	0%	-8%	-1%	4%	-13%
